# Shiga inhibitor: A qHTS for Small Molecule Inhibitors of Shiga Toxin. Vero cells, Shiga toxin protein synthesis inhibition reporter. inhibition, % at 38.7 µM. 290,000 compounds, 9.2% hits; in the data active = inhibition mostly above about 28%, no sharp cut-off; inactive = mostly below about 43%; note: 0% is about no effect
# FBPA Giardia inh: qHTS Assay for Inhibitors of Fructose-1,6-bisphosphate Aldolase from Giardia Lamblia | A8B2U2 | purified Giardia FBPA | 290,000 compounds, 0.71% hits | Potency, µM (doses to about 59.6 µM), inactives show top-dose activity, negative = inhibition, most hits filed as inhibitors; note: potency is the fitted concentration of half-maximal effect; % is set by controls: 0 for no effect and ±100 for the full control effect; nearly all actives have a fitted effect of over 55% in size
# Target sequence (A8B2U2 whole entry, looked up): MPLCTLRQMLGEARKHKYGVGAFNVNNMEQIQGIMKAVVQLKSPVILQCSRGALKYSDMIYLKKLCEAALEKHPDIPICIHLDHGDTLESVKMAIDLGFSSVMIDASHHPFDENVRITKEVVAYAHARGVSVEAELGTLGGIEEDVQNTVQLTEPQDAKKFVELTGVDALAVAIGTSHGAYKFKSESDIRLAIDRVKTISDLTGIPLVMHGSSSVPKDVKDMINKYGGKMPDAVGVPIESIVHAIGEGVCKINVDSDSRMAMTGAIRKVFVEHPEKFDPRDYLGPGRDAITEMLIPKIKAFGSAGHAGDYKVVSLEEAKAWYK
#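 Giardia FBPA (40 nM reagent) was preincubated 10 min at RT with compound (up to 57.5 uM final), then substrate plus GAPDH/TPI/NAD/arsenate coupling system with diaphorase/resazurin was added; resorufin fluorescence (525/598 nm) was read after 20 min.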
# Cycloheximide cs: Cycloheximide Counterscreen for Small Molecule Inhibitors of Shiga Toxin; 300,000 compounds, 12% hits; max response, %; AID 2314, 2010; cell reporter, cycloheximide protein synthesis inhibition counterscreen; in the data active = max response mostly above about 13%, no sharp cut-off; inactive = mostly below about 14%; note: read at 38.3 µM for the half of the compounds with a filed dose; 0% is about no effect
# Sm TGR block: qHTS Assay for the Inhibitors of Schistosoma Mansoni Peroxiredoxins | 360,000 compounds, 3% hits | Potency, µM (titrated, usually from 114 µM), for inactives: at the top dose activity change, negative = inhibition, actives largely listed as inhibitors | AID 485364, 2010 | purified TGR, DTNB reduction, TNB absorbance 405 nm; note: potency is the fitted concentration of half-maximal effect; % is set by controls: 0 for no effect and ±100 for the full control effect; nearly all actives have a fitted effect of over 60% in size
#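 First, TGR (20 nM dispensed) and NADPH were mixed with compound. Second, a 15 min room-temperature incubation followed. Third, further NADPH and then DTNB were added to start the reaction. Finally, TNB absorbance was monitored kinetically.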
# Pf growth 96h: Primary qHTS for delayed death inhibitors of the malarial parasite plastid, 96 hour incubation; P. falciparum luciferase reporter growth, 96 h; 320,000 compounds, 6.9% hits; Potency, µM (doses to about 28.7 µM), without a hit: at the top dose activity change, negative = inhibition, usual class: inhibitors; AID 504834, 2011; note: potency is the fitted concentration of half-maximal effect; % is set by controls: 0 for no effect and ±100 for the full control effect
#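 Luminescence readout: decreased luciferase signal marks inhibited growth of reporter-expressing P. falciparum in infected red cells (2% hematocrit, 0.05% parasitemia final), exposed to compound two generations (96 h, 37 C, 5% CO2).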
# Pf growth 48h: Primary qHTS for delayed death inhibitors of the malarial parasite plastid, 48 hour incubation; Potency, µM (titrated, usually from 28.7 µM), for inactives: at the top dose activity change, negative = inhibition, hits mostly inhibitors; P. falciparum luciferase growth in erythrocytes, 48 h; 310,000 compounds, 5.9% hits; AID 504832, 2011; note: potency is the fitted concentration of half-maximal effect; % is set by controls: 0 for no effect and ±100 for the full control effect
#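 Here the parasites carry a stable luciferase gene and grow inside erythrocytes in Albumax-based RPMI medium with compound for one erythrocytic cycle. Activity is scored as loss of luminescent signal.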
# * = called active by the depositor; ? = inconclusive; / = not tested or not shown; [ ] = dose if it differs, or a comment. Unless noted, calls come from the whole dose curve; as a rule, active = well fitted curve in the direction sought with a large enough effect; inconclusive = small, poorly fitted or top-dose-only effect, or another doubt; inactive = no such curve, though single readings can be large; an effect the other way counts as inactive or inconclusive. Compounds as they come; overall some 24% were active at least once.
SMILES,Shiga inhibitor,FBPA Giardia inh,Cycloheximide cs,Sm TGR block,Pf growth 96h,Pf growth 48h
COc1ccccc1N1CCN(S(=O)(=O)c2cc(C(F)(F)F)cc(C(F)(F)F)c2)CC1,-8,0%,-2,6%,6.6µM*,6.6µM*
Cc1ccc(S(=O)(=O)N(C)CC(=O)OCC(=O)NC(=O)Nc2ccc3c(c2)OCCO3)cc1,68*,-3%,55*,10%,0%,33%[activator]
O=C(c1ccc2c(c1)OCO2)N(CC1CCCO1)C1(C(=O)NC2CCCCC2)CCCCC1 (configuration not stated),-6,-4%,1,8%,?,/
O=C(NCCCO)C(=O)Nc1cc2c3c(c1)CCC(=O)N3CCC2,2,11%,-2,-6%,38%,19%
Cc1[nH]c(C)c(C(=O)O)c1CNC1CCCCC1C (configuration not stated),11,-2%,-6,13%,7%,17%
O=S(=O)(Nc1ccc2c(c1)OCCO2)c1ccc(F)cc1,-3,4%,12,-4%,48%[activator],/
CC(=O)Nc1cccc(NC(=O)CSc2nc(C3CC3)nc3ccccc23)c1,-6,18%,5,3%,-5%,?
CCC(Cc1ccccc1)NC(=O)C1CCC(CNc2c(N3CCCC3)c(=O)c2=O)CC1 (configuration not stated),10,0%,-4,-32%,-35%,/
Cc1ccc(OCC(O)CN2CCN(CC(O)COC(C)C)CC2)c(C(C)(C)C)c1 (configuration not stated),-6,-2%,-2,-19%,-48%,?
Cn1cc(C=C2C(=O)NC(=O)NC2=O)c2ccccc21,-4,18%,-3,?,1%,12%
COc1ccc(CC(=O)NCC(=O)N/N=C(/C)c2ccco2)cc1,-6,4%,-8,2%,-7%,7%
COc1ccc(-n2cc(C(=O)c3cc4ccccc4oc3=O)c(C(C)=O)n2)cc1,-5,-19%,-3,-26%,/,23%
CC(=O)Nc1c(O)nc(C)[nH]c1=O,20,0%,3,3%,-5%,23%
COc1cc(NC(=O)c2ccco2)c(OC)cc1NC(=O)c1cc(OC)c(OC)c(OC)c1,-1,2%,-2,-7%,2.9µM*,?
CC(C)(C)n1ncc2c(=O)n(CC(=O)Nc3ccc4c(c3)OCCO4)cnc21,-16,-2%,2,-24%,52%[activator],19%
CCOc1ccc(NC(=O)CN2CCN(CC(=O)Nc3ccc(OC)cc3OC)CC2)cc1,-6,-4%,-3,-21%,?,?
Cc1cnc(NC(=O)CCCc2nc3ccccc3s2)s1,14,0%,4,-19%,35%[activator],-13%
COc1ccc(/C=C2\SC(=O)N(CCC(=O)N3CCN(C)CC3)C2=O)cc1,/,12%,10,5%,?,11%
Cc1cc(C)c(NC(=O)C(C)c2cccc(C(=O)c3ccccc3)c2)c(C)c1 (configuration not stated),-21,2%,-2,32%,?,3%
CCOC(=O)C1=C(C)C2C3C(=O)N(c4ccccc4C)C(=O)C3C1(C)C1C(=O)N(c3ccccc3C)C(=O)C21 (configuration not stated),9,1%,-6,-2%,236%[activator],?
CCOC(=O)C1=C(C)Nc2ncnn2C1c1c[nH]c2ccccc12 (configuration not stated),-6,-7%,-1,-29%,?,/
O=C(O)c1cccc(NC(=O)c2cccc(S(=O)(=O)N3CCc4ccccc4C3)c2)c1,-12,15%,-2,15%,43%[activator],12%
COC(=O)[C@H](Cc1c[nH]c2ccccc12)NC(=O)Cc1c[nH]c2ccccc12,14,-4%,0,3%,-16%,?
Cc1ccc(Nc2ccccc2)cc1,13,6%,19*,-4%,?,-10%
CC(=O)N1CCN(Cc2nc(C(c3ccccc3)c3ccccc3)no2)CC1,-8,1%,1,-17%,?,?
COc1cc2nc(C3CCC3)n(NC(=O)COc3ccccc3)c(=O)c2cc1OC,27,2%,-1,4%,-4%,-14%
CCOc1ccc(OCCC(=O)OCC(=O)N2CCN(S(=O)(=O)c3ccc(Cl)cc3)CC2)cc1,54*,0%,35*,?,-3%,-21%
CSCCC(NC(=O)c1ccccc1Cl)C(=O)NCC1COc2ccccc2O1 (configuration not stated),/,/,/,1%,12%,?
CC(=O)c1cc(NC(=O)c2ccc(C)cc2)c(=O)oc1C,72*,0%,28,40µM*,112%[activator],105%[activator]
Cc1nc2ccccc2c2nc(NC(=O)Cc3ccccc3)nn12,42*,2%,10,-5%,/,79%[activator]
Cc1c(C(=O)OCC(=O)N2CCCCC2C)oc2ccccc12 (configuration not stated),/,/,/,10%,69%[activator],118%[activator]
Nc1scc(-c2ccncc2)c1Cl,65*,-28%,26*,-23%,136%[activator],149%[activator]
CC1=C(C#N)C(Nc2cc(C)ccn2)(C(F)(F)F)C(=O)N1 (configuration not stated),10,0%,1,-10%,?,/
Cc1cc(C(=O)NNC(=O)c2ccc(NC(=O)CC#N)cc2)c(C)o1,/,/,/,-17%,-26%,?
N#CCCCSc1nnc(Cc2ccc3c(c2)OCO3)o1,14,2%,-4,-9%,-10%,-24%
COc1ccc(/C=C2\SC(=S)N(C(C(=O)O)c3ccccc3)C2=O)c(OC)c1 (configuration not stated),19,27%,1,0%,178%[activator],16%
O=C1c2ccccc2C(=O)N1Cc1nc(-c2ccncc2)no1,-6,3%,-2,-5%,/,19%
O=C(CCCn1c(=O)[nH]c2ccccc2c1=O)N1CCN(c2ccccn2)CC1,-11,-1%,-1,4%,?,39%[activator]
Cc1cc(NC(=O)CSc2nc(=O)cc(N)n2-c2ccc(C)c(C)c2)no1,15,/,-4,1%,?,?
Cn1c(CNC(=O)c2ccccc2F)nnc1SCC(=O)Nc1nncs1,-8,-25%,-4,0%,0%,18%
CS(=O)(=O)N(CCc1ccccc1)CC(=O)NCc1ccc2c(c1)OCO2,-7,5%,0,-28%,/,24%
Cc1ccc(NC(=O)NC2CCCCCCC2)cc1C,19,/,27,0%,?,4%
COc1ccc(CSc2n[nH]c(C)n2)cc1[N+](=O)[O-],13,-3%,6,6%,?,2%
O=S(=O)(NCc1ccco1)c1cnc(Cl)c(Br)c1,-4,-2%,-3,-13%,-6%,-15%
CCc1ccc(NC(=O)C2=CC=CN3CCS(=O)(=O)N=C23)cc1,/,/,/,-7%,15%,-1%
COc1cccc(NC(=O)CN(C)C(C)C(=O)Nc2ccc(C(C)=O)cc2)c1 (configuration not stated),-7,1%,-5,3%,?,0%
CCN(CC(=O)NCc1cccs1)C(=O)c1ccccc1F,8,-4%,0,10%,33%[activator],?
Cc1oc(/N=C/c2ccccc2)c(C#N)c1C,-4,-9%,1,-3%,?,20%
COC(=O)c1cc(C(=O)OCC(=O)NNC(=O)c2cccs2)cc([N+](=O)[O-])c1,/,/,/,6%,27%,?
O=C(NC(=S)Nc1cc(C(F)(F)F)ccc1N1CCOCC1)c1ccco1,-6,-15%,-2,11µM*,?,?
COC(=O)c1ccc(NC(=O)CNS(=O)(=O)c2cccs2)cc1,32,2%,19*,-6%,/,-12%
O=C(NNC(=S)NC(=O)c1sc2ccccc2c1Cl)c1ccc(Cl)cc1,12,?,14*,3%,36%[activator],10%
Cc1ccc(SCCn2nc(C(=O)O)c3ccccc3c2=O)cc1,-5,4%,-1,4%,62%[activator],-28%
O=C(CCCN1C(=O)c2cccc3cccc(c23)C1=O)NCc1cccnc1,2,5%,3,15%,-9%,-1%
O=S(=O)(c1ccc(OCC(O)CNC23CC4CC(CC(C4)C2)C3)c(Cl)c1)N1CCOCC1 (configuration not stated),-2,0%,1,13%,?,10µM*
CC(C)(CNC(=O)CC1C(=O)NCCN1Cc1cccc(F)c1F)N1CCOCC1 (configuration not stated),-3,-6%,2,-6%,3%,31%[activator]
CC(C)OC(=O)c1cccc(C(=O)Oc2ccccc2)n1,-18,3%,-4,0%,-10%,8%
CCOc1ccccc1-c1n[nH]c(=S)o1,-5,?,-3,2%,-1%,/
Cc1n[nH]c(C)c1CCNC(=O)C1CCC(=O)N(Cc2ccccc2F)C1 (configuration not stated),9,/,3,12%,-41%,16%
O=C(CN1C(=O)C2C3C=CC(C3)C2C1=O)Nc1ccc2c(c1)OCCO2 (configuration not stated),60*,1%,17,-22%,54%[activator],57%[activator]

# Exported as labelled records: four of the compounds above.
COc1cccc(NC(=O)CN(C)C(C)C(=O)Nc2ccc(C(C)=O)cc2)c1 (configuration not stated)
  Shiga inhibitor: -7	FBPA Giardia inh: 1%	Cycloheximide cs: -5	Sm TGR block: 3%	Pf growth 96h: ?	Pf growth 48h: 0%

CC(C)OC(=O)c1cccc(C(=O)Oc2ccccc2)n1
  Shiga inhibitor: -18	FBPA Giardia inh: 3%	Cycloheximide cs: -4	Sm TGR block: 0%	Pf growth 96h: -10%	Pf growth 48h: 8%

O=C(NNC(=S)NC(=O)c1sc2ccccc2c1Cl)c1ccc(Cl)cc1
  Shiga inhibitor: 12	FBPA Giardia inh: ?	Cycloheximide cs: 14*	Sm TGR block: 3%	Pf growth 96h: 36%[activator]	Pf growth 48h: 10%

COC(=O)c1ccc(NC(=O)CNS(=O)(=O)c2cccs2)cc1
  Shiga inhibitor: 32	FBPA Giardia inh: 2%	Cycloheximide cs: 19*	Sm TGR block: -6%	Pf growth 96h: /	Pf growth 48h: -12%

# Of the compounds above, these have a nitro group on carbon:
SMILES,Shiga inhibitor,FBPA Giardia inh,Cycloheximide cs,Sm TGR block,Pf growth 96h,Pf growth 48h
COc1ccc(CSc2n[nH]c(C)n2)cc1[N+](=O)[O-],13,-3%,6,6%,?,2%
COC(=O)c1cc(C(=O)OCC(=O)NNC(=O)c2cccs2)cc([N+](=O)[O-])c1,/,/,/,6%,27%,?

# Additional structures follow:
SMILES,Shiga inhibitor,FBPA Giardia inh,Cycloheximide cs,Sm TGR block,Pf growth 96h,Pf growth 48h
Cc1ccccc1C1c2[nH]c3ccccc3c2C[C@H]2C(=O)N(c3ccccc3C(=O)NCCN3CCOCC3)C(=O)N12 (some centres not stated),-2,1%,-4,2%,?,?
COc1cccc(CNC(=O)[C@H](CCSC)NC(=O)N2CCn3c2nc2ccccc23)c1,-7,-10%,-7,0%,-28%,?
Nc1nc(SCC(=O)c2cc3ccccc3o2)n[nH]1,29,?,8,0%,59%[activator],0%
CCCCN1C(=O)NC(=O)C2(Cc3c(nc4ccccn4c3=O)N3CCc4ccccc4C32)C1=O (configuration not stated),50,0%,-1,?,-57%,?
O=C(C1CCC1)N1CCN(c2ccc(C(F)(F)F)cc2[N+](=O)[O-])CC1,-13,/,7,-16%,-2%,-25%
COc1ccccc1N1CCN(C(=S)NC(=O)/C=C/c2ccccc2)CC1,30,0%,12,8%,?,?
CN(CC(=O)Nc1ccc(F)cc1)C(=O)CSc1nc2ncc(Cl)cc2[nH]1,1,-1%,-1,-2%,-11%,-5%
O=C(c1ccc(SCc2ccco2)c([N+](=O)[O-])c1)N1CCOCC1,47,-1%,12,/,?,2%
Cc1cccc(NC(=S)N(C)Cc2cn(C)c3ccccc23)c1,-2,-4%,-3,-13%,30%,-21%
COC(=O)c1ccc(S(=O)(=O)N2CCCN(Cc3cccc(Br)c3F)CC2)n1C,-13,-2%,1,-24%,11%,-19%
Cc1ccc(/C=N/NC(=O)CSc2nnc(-c3ccc(Cl)cc3)n2-c2ccccc2)o1,-11,7%,-5,-22%,-25%,0%
Cc1ccc(S(=O)(=O)N2CCN(C(=O)CSc3ccc(F)cc3)CC2)cc1,8,15%,-1,-2%,?,-15%
O=C(COc1nsnc1N1CCOCC1)N1CCOCC1,-4,7%,-2,7%,7%,?
CCC(C)(O)c1[nH]c2ccc(C#N)cc2c1C (configuration not stated),-3,-2%,-3,5%,-42%,56%[activator]
Cc1ccc(S(=O)(=O)N2CCCCC2)cc1C(=O)N(C)CCOc1ccccc1,17,/,1,6%,-6%,25%
O=C(COC(=O)c1ccccn1)Nc1cccc(Cl)c1,-12,-8%,-1,10%,32%,0%
CCN(CC(=O)NCc1ccc(Cl)cc1)C(=O)CSc1ccc(Br)cc1,-1,15%,-2,8%,?,?
